High-throughput results (PubChem)
PrPC TRFRET: inhibitors of human cell surface prion protein PrPC, primary screen, cell-based, TR-FRET. Major prion protein (Homo sapiens), P04156. TR-FRET read-out. inhibition, % at 13.8 µM. actives 0.43% (n = 370,000). AID 720596, 2013; in the data active = inhibition above about 24%; note: 0% = median of the test wells and 100% = reference compound wells
FadD28 FP inh: inhibitors of FadD28 bisubstrate probe binding, primary screen, biochemical, fluorescence polarization, single point; Mycobacterium tuberculosis FadD28 fatty-acid-AMP ligase; inhibition, % at 12.5 µM; actives 0.22% (n = 360,000); AID 588549, 2011; in the data active = inhibition above about 8.5%, passing the limit was not always enough; inconclusive = no clear call, values can overlap the other calls
Mtb UGM inh: M. tuberculosis UGM enzyme inhibitors, primary screen, biochemical, fluorescence polarization, single point | UDP-galactopyranose mutase (Mycobacterium tuberculosis (strain ATCC 25618 / H37Rv)), … | purified UGM, fluorescence polarization probe displacement | inhibition, % at 10 µM | actives 0.06% (n = 320,000) | AID 504406, 2011; in the data active = inhibition above about 10%, passing the limit was not always enough; inconclusive = no clear call, values can overlap the other calls
Target sequence (P9WIQ1 whole entry, looked up): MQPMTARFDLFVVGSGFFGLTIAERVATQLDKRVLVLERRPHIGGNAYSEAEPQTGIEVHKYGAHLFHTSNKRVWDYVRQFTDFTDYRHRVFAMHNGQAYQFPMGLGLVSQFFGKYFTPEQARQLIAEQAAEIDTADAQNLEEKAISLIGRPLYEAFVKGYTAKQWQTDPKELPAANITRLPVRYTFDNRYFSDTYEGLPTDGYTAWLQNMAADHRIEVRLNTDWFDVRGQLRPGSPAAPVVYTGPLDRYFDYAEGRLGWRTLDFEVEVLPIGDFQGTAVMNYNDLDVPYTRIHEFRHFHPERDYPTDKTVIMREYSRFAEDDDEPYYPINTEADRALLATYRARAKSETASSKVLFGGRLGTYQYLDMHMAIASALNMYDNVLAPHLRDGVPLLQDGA
Rv3671c inh: Rv3671c serine protease inhibitors, primary screen, biochemical, fluorescence polarization, M. tuberculosis H37Rv. inhibition, % at 5.96 µM. actives 0.048% (n = 320,000). AID 2606, 2010; in the data active = inhibition above about 38%;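 note: extracellular domain of Rv3671c used as enzyme; 0% = enzyme with DMSO and 100% = no enzyme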
Target sequence (P9WHR9 whole entry, looked up, the tested form may be a part): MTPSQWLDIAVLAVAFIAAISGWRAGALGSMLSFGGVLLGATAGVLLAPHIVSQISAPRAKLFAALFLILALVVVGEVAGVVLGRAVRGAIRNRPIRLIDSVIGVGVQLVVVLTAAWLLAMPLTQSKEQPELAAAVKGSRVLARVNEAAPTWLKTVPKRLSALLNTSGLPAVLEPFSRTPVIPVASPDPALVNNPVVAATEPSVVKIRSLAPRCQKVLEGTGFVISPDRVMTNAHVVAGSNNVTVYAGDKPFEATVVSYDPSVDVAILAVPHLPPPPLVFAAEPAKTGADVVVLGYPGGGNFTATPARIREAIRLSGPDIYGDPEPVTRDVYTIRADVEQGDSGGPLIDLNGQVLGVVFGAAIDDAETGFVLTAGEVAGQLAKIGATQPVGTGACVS
GDH-TPI counter: GDH-TPI coupling enzyme inhibitors, primary screen, artefact control for M. tuberculosis FBA inhibitor project, biochemical, absorbance, full deck; GDH-TPI coupled enzyme counterscreen, NADH absorbance; inhibition, % at 4.8 µM; actives 1.2% (n = 360,000); in the data active = inhibition above about 30%;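 note: 0% = DMSO wells and 100% = wells lacking the enzyme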
MazEF act: activators of E. coli MazEF toxin-antitoxin RNase, primary screen, biochemical, fluorescence, uHTS; Endoribonuclease toxin MazF (Escherichia coli (strain K12)), P0AE70; FAM/BHQ RNA-DNA oligo cleavage fluorescence, 5 h; activation, % at 20 µM; actives 0.32% (n = 350,000); AID 504720, 2011; in the data active = activation above about 50%
Target sequence (P0AE70 whole entry, looked up): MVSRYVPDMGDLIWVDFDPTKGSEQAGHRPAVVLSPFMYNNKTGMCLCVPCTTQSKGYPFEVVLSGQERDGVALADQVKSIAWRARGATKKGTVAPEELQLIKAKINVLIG
FBA Mtb inh: Mtb FBA enzyme inhibitors, primary screen, biochemical, fluorescence, strain H37Rv. purified M. tuberculosis FBA, fluorescence read-out. actives 2.3% (n = 360,000). inhibition, % at 1 µM. AID 588726, 2011; in the data active = inhibition above about 27%;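 note: 0% = vehicle and 100% = reference inhibitor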
BoNT F protease: BoNT/F light chain protease inhibitors, primary screen, biochemical, flow cytometry, MLPCN library | Multiplex microsphere protease cleavage assay | AID 588497, 2011 | Botulinum neurotoxin type F light chain protease (Clostridium botulinum) | actives 0.22% (n = 360,000) | inhibition, % at 10 µM; in the data active = inhibition above about 35%, passing the limit was not always enough; inconclusive = no clear call, values can overlap the other calls; note: plate controls were buffer without enzyme for full effect and enzyme alone for no effect
Mtb BioA inh: M. tuberculosis BioA enzyme inhibitors, primary screen, biochemical, plate reader, single point, HTS; 7,8-diaminopelargonic acid synthase BioA (Mycobacterium tuberculosis); purified M. tuberculosis BioA enzyme; inhibition, % at 9.99 µM; actives 0.096% (n = 360,000); AID 602481, 2012; in the data active = inhibition above about 40%; inconclusive = no clear call, values can overlap the other calls
An asterisk follows results filed as active; ? = inconclusive; . = no result given; & = joins results of further samples.

entry	compound	PrPC TRFRET	FadD28 FP inh	Mtb UGM inh	Rv3671c inh	GDH-TPI counter
1	CCOC(=O)N1CCC(NC(=O)C2CCN(S(=O)(=O)c3c(C)noc3C)CC2)CC1	1	-3.9	3.8	-6	-3
2	CC(=O)c1c(O)cc2c3c1OC(C)(C)C1CCC(C)(CC31)O2 (stereo unspecified)	-4	-0.3	.	.	12
3	CC(=O)Nc1nonc1NC(C)=O	2	-1.5	-1.0	0	-5
4	CCNc1nc(NC(C)(C)C)nc(SCC(N)=O)n1	-6	-4.6	-0.9	-2	1
5	O=C(Nc1cccc2ccccc12)C1CCN(C(=O)Cc2ccccc2)CC1	1	-0.2	2.7	-3	11
6	C[C@H]1CN([C@@H](C)CO)C(=O)CCCn2cc(nn2)CO[C@@H]1CN(C)S(C)(=O)=O	-5	0.3	.	.	14
7	CCN(C(=O)CSC1=Nc2ccccc2C2CC=NN12)C1CCS(=O)(=O)C1 (stereo unspecified)	-8	-4.1	1.5	-9	-3
8	COc1ccc(CCNC(=O)C/C(C)=N/NC(=O)C2CCCCC2)cc1OC	-8	-0.3	0.0	-8	6
9	COc1coc(C(O)C[N+](=O)[O-])cc1=O (stereo unspecified)	3	1.0	-1.5	-4	2
10	CC1CCN(C(=O)c2nc[nH]c2C(=O)N2CCc3ccccc3C2)CC1	5	-3.9	1.5	-5	-8

entry	MazEF act	FBA Mtb inh	BoNT F protease	Mtb BioA inh
1	-9	2	?	1.4
2	-1	0	-4	-2.0
3	4	3	-3	0.4
4	-1	-4	1	2.1
5	3	5	-11	-1.4
6	-5	1	0	-1.4&0.1
7	-11	-9	5	.
8	5	-2	-1	.
9	-4	7	-3	.
10	6	-1	-8	0.0

New compounds follow.
entry	compound	PrPC TRFRET	FadD28 FP inh	Mtb UGM inh	Rv3671c inh	GDH-TPI counter
11	O=C(/C=C/c1ccc(F)cc1)NC(=S)N1CCN(c2ccccn2)CC1	-3	-1.5	0.2	-1	7
12	CCNc1cc(N2CCOCC2)nc(SC)n1	10	-2.8	1.4	1	-3
13	O=C(CSc1nnnn1-c1cccc(C(=O)O)c1)NC(c1ccccc1)c1ccccc1	-6	-0.1	-0.3	4	-2
14	C=CCOc1cccc(C2C(C(=O)c3ccco3)=C(O)C(=O)N2Cc2ccco2)c1 (stereo unspecified)	8	-1.4	-1.5	-5	4
15	CCOc1ccc(S(=O)(=O)N2CCCC(C(=O)NCc3ccccn3)C2)cc1Cl (stereo unspecified)	-3	-3.8	-2.1	-2	-5
16	O=S(=O)(c1ccc(F)cc1)c1nc(-c2ccc(F)cc2)oc1NCCN1CCOCC1	-1	-5.8	.	.	6
17	Clc1ccc2c(NCc3ccccn3)ccnc2c1	5	-1.6	-1.5	-6	8
18	Cn1c(N)c(C(=O)CSc2nnc(C3CC3)n2Cc2ccccc2)c(=O)[nH]c1=O	3	-1.5	.	-6	0
19	Cc1ccc(OCC(=O)Nc2ccc3c(c2)nc2n3CCOC2)cc1	6	-4.7	1.4	-4	5
20	Cc1nnc(SCC(=O)NNC(=O)c2ccccc2)n1N	-2	1.4	-1.5	9	12

entry	MazEF act	FBA Mtb inh	BoNT F protease	Mtb BioA inh
11	7	-1	.	12
12	4	-2	-2	.
13	1	3	-3	.
14	-11	-2	2	2.7
15	-4	-3	-2	4.5
16	-1	-1	5	1.0
17	-7	10	-5	0.3
18	5	5	-12	4.7
19	4	0	-1	-0.7
20	3	6	6	-5.8

(listing goes on)
entry	compound	PrPC TRFRET	FadD28 FP inh	Mtb UGM inh	Rv3671c inh	GDH-TPI counter
21	C=CCn1c(=S)sc2c(=O)[nH]cnc21	-1	-5.6	-1.5	0	16
22	COCCN(Cc1nc(C2(c3ccc(C)cc3)CCCC2)no1)C(C)C	-5	-3.6	-0.2	11	-1
23	CC1(C2CC2)NC(=O)N(CC(=O)N2CCN(S(=O)(=O)c3ccc(F)c(F)c3)CC2)C1=O (stereo unspecified)	4	0.8	-1.5	0	9
24	CCCCC1=CC2=CC(=O)C(C)(OC(=O)CC)C(=O)C2=CN1CCc1ccccn1 (stereo unspecified)	-7	1.1	-1.3	0	17
25	COCCN(C(=O)COC(=O)/C=C/c1cccc(C(F)(F)F)c1)c1c(N)n(CC(C)C)c(=O)[nH]c1=O	2	-2.1	0.9	-5	6
26	CC(C)CC(=O)NC(=S)NCc1ccccc1	-2	-2.1	-0.9	0	7
27	O=C1CS/C(=N\N=C\c2ccccc2Cl)N1CC1CC1	0	-0.8	1.7	-14	2
28	Cc1cccc(C)c1-n1c(SCC(=O)N2CC(=O)Nc3ccccc32)nc2ccccc2c1=O	27*	-22	0.2	-14	14
29	COc1cc(C(=O)N/N=C/c2ccc(OC(=O)N3CCOCC3)cc2)cc(OC)c1OC	1	0.3	0.2	-10	8
30	CCCOc1ccc(CNC(=O)Cc2cccs2)cc1	17	-3.4	0.9	-5	-9

entry	MazEF act	FBA Mtb inh	BoNT F protease	Mtb BioA inh
21	0	0	?	14
22	5	0	-4	.
23	-6	1	-3	-5.8
24	-24	9	-14	-2.0
25	-4	-2	-1	-1.0
26	-4	1	18	.
27	3	2	-8	.
28	3	-1	-2	.
29	1	0	-2	.
30	-3	0	-6	2.1

Following part:
entry	compound	PrPC TRFRET	FadD28 FP inh	Mtb UGM inh	Rv3671c inh	GDH-TPI counter
31	CCOc1ccccc1/C=C/c1onc(C)c1S(=O)(=O)N1CCC(C(=O)NC)CC1	-13	-1.1	-0.2	-3	13
32	COCCNC(=O)CSc1ncnc2sccc12	7	-4.2	0.6	-8	-1
33	Cn1c(CCNC(=O)C2CCCCC2)nc2cc(NC(=O)c3cccs3)ccc21	-1	-0.7	.	.	0
34	COc1ccc(N(CCC(=O)NCCc2ccccc2)S(=O)(=O)c2ccc(C)cc2C)cc1	6	-1.8	-0.7	4	0
35	CN1OC[C@@H]2CN(C(=O)c3cccc4ccccc34)[C@H](c3ccccc3Br)C[C@@H]21	-4	-3.1	.	.	.
36	Cc1nc(C)c(C(=O)C2=C(O)C(=O)N(CCN3CCOCC3)C2c2ccco2)s1 (stereo unspecified)	1	-1.6	1.8	-1	18
37	CCCCn1c(SCC(=O)N2CC(C)CC(C)C2)nc2cc(S(N)(=O)=O)ccc21 (stereo unspecified)	-2	-1.1	3.3	1	-10
38	CSc1nc(N(C)NC(=O)c2ccc(F)cc2)c2ccccc2n1	2	1.7	-0.3	-9	7
39	CCOC(=O)c1c(C)[nH]c(C(=O)OCC(=O)N2CCc3ccccc32)c1C	-1	-0.3	0.0	-9	5
40	COc1ccc(-c2cc3cc4c(cc3cn2)OCO4)cc1	6	-1.3	0.5	-1	6

entry	MazEF act	FBA Mtb inh	BoNT F protease	Mtb BioA inh
31	10	1	-8	3.0
32	7	0	-2	1.2
33	9	-1	-2	.
34	1	-2	-1	0.0
35	.	-5	0	2.1
36	3	1	6	-0.2
37	8	0	2	1.9
38	4	0	-12	.
39	-36	0	-4	-3.7
40	-4	20	-10	-1.8

Remaining list, next part.
entry	compound	PrPC TRFRET	FadD28 FP inh	Mtb UGM inh	Rv3671c inh	GDH-TPI counter
41	O=C(Cc1ncc(C(F)(F)F)cc1Cl)N1CCN(c2ccccn2)CC1	-5	-0.9	-1.2	-1	5
42	Cc1ccccc1N1C(=O)C2ON(c3ccccc3)C(c3ccco3)C2C1=O (stereo unspecified)	-7	-2.2	-3.9	2	8
43	Cc1ccc(-n2ncc3c(=O)n(Cc4cccnc4)cnc32)cc1	-1	-2.8	.	.	5
44	Nc1ncccc1C(=O)OCC(=O)N1CCN(S(=O)(=O)c2ccc(Cl)cc2)CC1	1	-2.4	-2.2	-11	23
45	O=C(NC1CC1)c1ccc2c(Cl)c3c(nc2c1)CCCC3	-25	-3.9	2.0	-2	7
46	O=C(NCCCN1CCOCC1)c1cccc(NC(=O)c2ccccc2)c1	0	-1.1	0.1	1	7
47	CC1CCN(C(=O)COC(=O)c2ccc(Br)o2)CC1	3	-2.8	0.0	-14	-9
48	COC(=O)CCSCC(=O)Nc1cc(C)on1	7	-1.7	-1.6	0	3
49	Fc1ccc(COc2ccccc2CNc2nn[nH]n2)cc1	4	-2.4	1.6	-2	0
50	COc1ccc(-c2c(C)cc3oc(=O)cc(-c4ccccc4)c3c2C)cc1OC	6	-3.8	.	.	0

entry	MazEF act	FBA Mtb inh	BoNT F protease	Mtb BioA inh
41	3	5	4	2.2
42	-4	-3	5	.
43	-8	4	-3	3.8
44	-3	62*	9	0.8
45	8	0	-1	2.2
46	-5	1	?	7.7
47	-6	1	-4	0.9
48	-2	-2	-6	-1.3
49	-5	1	-4	.
50	-3	-1	4	0.8

Continuation.
entry	compound	PrPC TRFRET	FadD28 FP inh	Mtb UGM inh	Rv3671c inh	GDH-TPI counter
51	OC(c1ccccn1)C1CCN(Cc2nc(C(c3ccccc3)c3ccccc3)no2)CC1 (stereo unspecified)	3	-2.7	1.8	-2	7
52	COc1cc(/C=C/c2cc(C(=O)O)c3ccccc3n2)cc(OC)c1O	-19	0.0	0.0	1	25
53	COc1ccc(-c2cc3nc(-c4ccccc4)cc(N4CCCC(O)C4)n3n2)cc1 (stereo unspecified)	-5	-2.6	-1.4	-4	-8
54	COc1ccc(C(C)=O)cc1COc1ccc(Cl)c(C)c1	0	-2.3	0.1	6	2

entry	MazEF act	FBA Mtb inh	BoNT F protease	Mtb BioA inh
51	1	2	7	.
52	4	-5	0	.
53	4	79*	5	.
54	2	3	0	.

Twelve of the compounds above, with two lines to a compound.
Fields: PrPC TRFRET	FadD28 FP inh	Mtb UGM inh	Rv3671c inh	GDH-TPI counter	MazEF act	FBA Mtb inh	BoNT F protease	Mtb BioA inh
40	COc1ccc(-c2cc3cc4c(cc3cn2)OCO4)cc1
    6	-1.3	0.5	-1	6	-4	20	-10	-1.8
41	O=C(Cc1ncc(C(F)(F)F)cc1Cl)N1CCN(c2ccccn2)CC1
    -5	-0.9	-1.2	-1	5	3	5	4	2.2
42	Cc1ccccc1N1C(=O)C2ON(c3ccccc3)C(c3ccco3)C2C1=O (stereo unspecified)
    -7	-2.2	-3.9	2	8	-4	-3	5	.
43	Cc1ccc(-n2ncc3c(=O)n(Cc4cccnc4)cnc32)cc1
    -1	-2.8	.	.	5	-8	4	-3	3.8
44	Nc1ncccc1C(=O)OCC(=O)N1CCN(S(=O)(=O)c2ccc(Cl)cc2)CC1
    1	-2.4	-2.2	-11	23	-3	62*	9	0.8
45	O=C(NC1CC1)c1ccc2c(Cl)c3c(nc2c1)CCCC3
    -25	-3.9	2.0	-2	7	8	0	-1	2.2
46	O=C(NCCCN1CCOCC1)c1cccc(NC(=O)c2ccccc2)c1
    0	-1.1	0.1	1	7	-5	1	?	7.7
47	CC1CCN(C(=O)COC(=O)c2ccc(Br)o2)CC1
    3	-2.8	0.0	-14	-9	-6	1	-4	0.9
48	COC(=O)CCSCC(=O)Nc1cc(C)on1
    7	-1.7	-1.6	0	3	-2	-2	-6	-1.3
49	Fc1ccc(COc2ccccc2CNc2nn[nH]n2)cc1
    4	-2.4	1.6	-2	0	-5	1	-4	.
50	COc1ccc(-c2c(C)cc3oc(=O)cc(-c4ccccc4)c3c2C)cc1OC
    6	-3.8	.	.	0	-3	-1	4	0.8
51	OC(c1ccccn1)C1CCN(Cc2nc(C(c3ccccc3)c3ccccc3)no2)CC1 (stereo unspecified)
    3	-2.7	1.8	-2	7	1	2	7	.
